# Assay outcomes from PubChem.
# SENP1 FRET inh – human SENP1 catalytic domain inhibitors, primary screen, biochemical, FRET, uHTS. AID 624204, 2012. recombinant SENP1 catalytic domain, CyPet-SUMO1-YPet FRET cleavage. Sentrin-specific protease 1 (Homo sapiens), Q9P0U3. inhibition, % at 10 µM. 360,000 compounds, 0.21% hits;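 active = inhibition at least 30% at 10 µM, raw YFP signal under a set limit, fluorescence ratio 0.5 to 1.5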;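 note: 0% = enzyme with DMSO and 100% = no enzyme wells; some results filed as inactive read as strong as hits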
# Target sequence (Q9P0U3 419-644 limits assumed): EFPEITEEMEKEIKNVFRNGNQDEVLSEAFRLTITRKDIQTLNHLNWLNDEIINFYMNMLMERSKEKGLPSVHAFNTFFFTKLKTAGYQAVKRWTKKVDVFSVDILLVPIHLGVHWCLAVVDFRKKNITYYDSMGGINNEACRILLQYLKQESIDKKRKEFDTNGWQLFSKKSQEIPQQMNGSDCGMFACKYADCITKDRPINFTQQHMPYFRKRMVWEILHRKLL
#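 material = recombinant human SENP1 catalytic domain, His6-tagged | quantity = 20 pM enzyme | reagent = 25 nM SUMO1 FRET substrate | compound dosing = 10 µM single point, 0.5% DMSO | timing = 50 min enzyme reaction, room temperature, light-protected | detection = FRET, CFP and YFP emission | control set = no-enzyme low, enzyme-DMSO high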
# ATG4B inh – ATG4B protease inhibitors, primary screen, biochemical, fluorescence, uHTS; AID 504462, 2011; inhibition, % at 8.33 µM; ATG4B cleavage of LC3-PLA2, NBD-HPC fluorescence, 1 h; 340,000 compounds, 0.51% hits; in the data active = inhibition above about 40%
# MPTP block – mitochondrial permeability transition pore inhibitors, primary screen, biochemical, isolated mouse mitochondria, absorbance | Ca2+ swelling absorbance, 30 min | inhibition, % at 10 µM | 360,000 compounds, 1.4% hits;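 active = inhibition of 50% or more, scaled per plate between neutral and stimulator controls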;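 note: 0% = DMSO wells given calcium and 100% = 1 mM EGTA wells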
# PfG6PD inh – PfG6PD enzyme inhibitors, primary screen, biochemical, fluorescence intensity, uHTS; glucose-6-phosphate dehydrogenase-6-phosphogluconolactonase (Plasmodium falciparum 3D7); PfGluPho enzyme, NADPH resazurin-diaphorase fluorescence; inhibition, % at 20 µM; 350,000 compounds, 0.78% hits; AID 504690, 2011;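 active = inhibition reaching at least a set limit at 20 µM in the primary screen, cut at about 59% in these data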;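 note: 0% = DMSO wells with substrate and 100% = DMSO wells lacking glucose-6-phosphate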
# NR3A LBD binder – binders of NR3A ligand-binding domain, primary screen, biophysical, differential scanning fluorimetry, uHTS | Tm shift relative to glycine control, % at 25 µM | 340,000 compounds, 2.5% hits | AID 1259313, 2017 | NR3A LBD differential scanning fluorimetry, Tm shift; 0% = protein alone, 100% = glycine-bound protein;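 active = melting temperature shift of at least 10% of the positive control shift, at one fixed dose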
# hIAP activ – human IAP activators, primary screen, biochemical, luminescence, uHTS. 330,000 compounds, 0.16% hits. Intestinal-type alkaline phosphatase (Homo sapiens), P09923. activation factor at 10 µM. purified human IAP, CDP-Star luminescence, 30 min; stronger effect = higher value; 1 = vehicle-only enzyme, 0 = enzyme-free background;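 active = activation factor of the enzyme at least 2-fold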; note: the source names both 10 and 20 µM as test concentration; values of inactives mirror those of a sister screen read the other way
# Target sequence (P09923 whole entry, looked up): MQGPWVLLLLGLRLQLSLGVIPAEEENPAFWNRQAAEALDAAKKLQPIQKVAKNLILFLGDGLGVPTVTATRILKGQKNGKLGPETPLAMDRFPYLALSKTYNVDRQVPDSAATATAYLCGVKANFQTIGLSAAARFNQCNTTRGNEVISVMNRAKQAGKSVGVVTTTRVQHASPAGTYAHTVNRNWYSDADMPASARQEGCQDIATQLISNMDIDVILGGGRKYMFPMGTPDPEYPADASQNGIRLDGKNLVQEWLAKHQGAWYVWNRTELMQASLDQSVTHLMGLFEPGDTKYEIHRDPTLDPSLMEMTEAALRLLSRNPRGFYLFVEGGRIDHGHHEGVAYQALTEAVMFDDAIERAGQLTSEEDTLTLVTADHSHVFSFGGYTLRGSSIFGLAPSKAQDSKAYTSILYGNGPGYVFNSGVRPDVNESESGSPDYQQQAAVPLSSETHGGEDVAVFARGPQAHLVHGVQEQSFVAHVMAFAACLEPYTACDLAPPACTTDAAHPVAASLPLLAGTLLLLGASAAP
# SENP6 inh – SENP6 protease inhibitors, primary screen, biochemical, luminescence, uHTS. Sentrin-specific protease 6 (Homo sapiens), Q9GZR1. Recombinant SENP6 catalytic domain, aminoluciferin luminescence. inhibition, % at 10 µM. 330,000 compounds, 1.8% hits. AID 2599, 2010;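 active = inhibition above about 50% at the single tested dose, limit read from the data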;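 note: plate controls were DMSO wells with enzyme for no effect and DMSO wells lacking enzyme for full effect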
# SENP8 inh – human SENP8 protease inhibitors, primary screen, biochemical, fluorescence, Nedd8 protein substrate, uHTS | 360,000 compounds, 0.64% hits | Sentrin-specific protease 8 (Homo sapiens), Q96LD8 | inhibition, % at 20 µM | recombinant SENP8 | AID 602440, 2012; in the data active = inhibition mostly above about 40%, no sharp cut-off; inactive = mostly below about 27%
# Target sequence (Q96LD8 whole entry, looked up): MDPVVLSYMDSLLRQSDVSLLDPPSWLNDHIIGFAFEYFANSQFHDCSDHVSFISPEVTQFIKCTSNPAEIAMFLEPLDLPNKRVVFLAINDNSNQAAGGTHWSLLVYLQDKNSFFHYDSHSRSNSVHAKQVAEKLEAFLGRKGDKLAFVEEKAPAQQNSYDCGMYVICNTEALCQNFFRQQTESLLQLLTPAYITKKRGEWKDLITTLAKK
# * hit, by the source's call; · = no result given.
SMILES,SENP1 FRET inh,ATG4B inh,MPTP block,PfG6PD inh,NR3A LBD binder,hIAP activ,SENP6 inh,SENP8 inh
O=C(CN1C(=O)COc2ccc(S(=O)(=O)N3CCCC3)cc21)NC1CC1,1,0,-0.5,-14,0,1.1,-2,10
CCC(=O)N1c2ccc(S(=O)(=O)CCC(=O)NC3CCCC3)cc2CC1C (configuration not stated),-14,0,-0.3,-2,3,1,-1,1
O=[N+]([O-])c1ccc2c(c1)S(=O)c1ccccc1-2 (configuration not stated),0,-8,0.5,-15,0,1,-2,23
CCN1CCN(c2ccc(NC(=O)CCc3c(C)nc4c(-c5ccccc5)c(C)nn4c3C)cc2)CC1,-4,·,54*,7,-1,0.89,-2,-64
Cn1c(=O)c2c([nH]c(=O)n2C)n(C)c1=O,-1,-8,0.4,-7,0,1.3,-16,16
COc1ccc(NC(=O)CSc2nc3sc4c(c3c(=O)n2-c2ccc(OC)cc2)CCN(C)C4)cc1,-104,0,-0.1,-13,3,1,-4,-132
O=C(Nc1ccc(Cl)cc1F)C1CCN(S(=O)(=O)c2cccc3nonc23)CC1,1,4,0.4,-8,-2,0.96,5,18
OCCNCCCOc1cc(Cl)ccc1Cl,1,-5,2.9,4,-14,0.91,-23,10
CC(C)CC(NC(=O)C1CCCN1C(=O)CNC(=O)OCc1ccccc1)C(=O)O (configuration not stated),2,-7,0.0,7,0,1,7,18
Fc1cccc(F)c1/C=N/Nc1ccccn1,3,6,-0.5,-1,-14,1,36,13
COc1ccccc1C(=O)NC(=O)COC(=O)c1cnccn1,3,·,-0.8,-10,·,·,·,10
COC(CNC(=O)CC1C(=O)N(Cc2ccccc2)C(C)c2nc3ccccc3n21)OC (configuration not stated),0,7,0.5,-17,-1,0.97,-15,18
Cc1ccc(S(=O)(=O)Nc2ccc(S(=O)(=O)NC(C)(C)C)cc2)cc1,1,-5,-1.1,-24,-2,0.97,-5,12
CCOC(=O)C1=CN(Cc2ccccc2)CCC1=O,2,10,-0.4,-3,2,·,·,9
COc1cccc(/C=N/NC(=O)c2cccc([N+](=O)[O-])c2)c1OS(=O)(=O)c1ccccc1,1,-29,1.1,11,-6,1,-15,23
Cc1[nH]c2ccccc2c1C(=O)COC(=O)c1c(-c2ccccc2)noc1C,-2,-6,10,16,19*,1,-5,18
CCC(=O)N1CCc2cc(S(=O)(=O)CCC(=O)NCc3cccc(OC)c3)ccc21,2,-1,-0.3,-46,2,1.1,-6,15
Cc1ccccc1C(=O)NC1CCN(Cc2ccccc2)CC1,-1,2,11,-12,-1,1.1,-4,17
C/C(=N/NC(=O)CNC(=O)CCc1ccccc1)c1ccc(Cl)cc1,-1,-13,1.8,-10,5,0.97,-14,8
Cc1cc(/C=C2/SC(=S)N(c3cccc(C(F)(F)F)c3)C2=O)c(C)n1-c1cccnc1,-23,-16,105*,10,-11,1.1,-10,23
COCC(C)n1c(C)cc(C(=O)CSc2nc(C)c(C)c(C)n2)c1C (configuration not stated),2,-7,1.6,60*,0,1.1,-23,22
Nc1ccccc1Nc1cccc(C(F)(F)F)c1,10,3,3.7,25,-2,1.1,-14,4
Cc1ccc(S(=O)(=O)NC(=O)c2ccccc2)cc1C(C)C,3,6,-0.3,-8,0,0.96,-6,12
O=C(Cn1nc(Cl)nc1Cl)c1ccc([N+](=O)[O-])cc1,1,-2,0.5,13,-1,0.96,-26,15
O=C(O/N=C1\CCS(=O)(=O)c2sccc21)c1c(F)cccc1F,4,-5,-3.6,-5,-2,0.95,-13,12
CCC(=O)Nc1sc(Cc2ccccc2)c(C)c1C(N)=O,0,2,0.9,22,-3,0.94,1,6
COc1ccc2c(c1)-c1ccccc1S(=O)(=O)N(C)C2,3,-1,-0.8,51,-2,·,·,4
CCN(CC)CCN(C(=O)c1ccc(S(=O)(=O)N(CC)c2ccccc2)cc1)c1nc2c(OC)ccc(OC)c2s1,2,-5,-0.6,24,12*,1.3,10,4
CCOC(=O)c1cc(NC(=O)Nc2ccc(OC)c(OC)c2)c(C)nc1C,-1,-8,-1.0,13,-4,1.3,-7,15
CCOP(=O)(OCC)c1ccc2c(c1)C(=O)c1ccccc1CC2,-1,-15,-2.0,-2,-2,1.1,-2,0
Cc1nn(CC(=O)OCC(=O)c2ccccc2)c(C)c1[N+](=O)[O-],2,-4,-0.2,-17,1,0.99,9,17
CCOc1ccc(-n2c(C)cc(/C=N\NC(=O)CC(=O)NC3CCCCC3)c2C)cc1,-3,-6,13,-2,-3,0.91,-15,-26
O=C(NCc1ccccn1)c1ccccc1-c1ccccc1,1,-2,-0.6,-16,-1,0.98,-22,-8
COC(=O)c1c(NC(=O)C2CCCCC2)sc2c1CCN(C(C)C)C2,-75,-1,55*,-24,2,1.2,-16,-14
Cc1c(C(=O)c2ccc(Br)cc2)c(=O)n(C)c(=O)n1C,0,2,-1.3,-7,-1,1,-4,14
Cc1ccc(OCC(=O)NCCNC(=O)c2cccnc2)cc1C,1,6,-2.0,-13,-2,0.93,-13,11
CN(C)c1ccc(/C=C/c2nc3ccccc3c(=O)n2-c2ccc(C(=O)O)cc2)cc1,-23,36,-0.5,0,3,1,9,-26
COc1cc(/C=C2\N=C(C)OC2=O)cc(Cl)c1OC(C)=O,-5,0,-0.8,27,5,1.1,-17,11
CN1CCc2nc(NC(=O)c3cccc(S(=O)(=O)N4CCc5ccccc54)c3)sc2C1,-21,-11,-2.6,-8,-1,1.2,1,-495
Cc1ccc([N+](=O)[O-])cc1NC(=O)c1ccc(CSc2ccccc2)cc1,2,2,-6.1,-12,-19,0.93,9,17

# Overlap with the part before: 6 entries, followed by the next part.
SMILES,SENP1 FRET inh,ATG4B inh,MPTP block,PfG6PD inh,NR3A LBD binder,hIAP activ,SENP6 inh,SENP8 inh
Cc1c(C(=O)c2ccc(Br)cc2)c(=O)n(C)c(=O)n1C,0,2,-1.3,-7,-1,1,-4,14
Cc1ccc(OCC(=O)NCCNC(=O)c2cccnc2)cc1C,1,6,-2.0,-13,-2,0.93,-13,11
CN(C)c1ccc(/C=C/c2nc3ccccc3c(=O)n2-c2ccc(C(=O)O)cc2)cc1,-23,36,-0.5,0,3,1,9,-26
COc1cc(/C=C2\N=C(C)OC2=O)cc(Cl)c1OC(C)=O,-5,0,-0.8,27,5,1.1,-17,11
CN1CCc2nc(NC(=O)c3cccc(S(=O)(=O)N4CCc5ccccc54)c3)sc2C1,-21,-11,-2.6,-8,-1,1.2,1,-495
Cc1ccc([N+](=O)[O-])cc1NC(=O)c1ccc(CSc2ccccc2)cc1,2,2,-6.1,-12,-19,0.93,9,17
CSCCC(NC(=O)c1cccc(C)c1)C(=O)NCc1cccs1 (configuration not stated),0,-6,-0.5,-2,-1,1.2,2,13
O=C(CSc1nnc(CCCN2C(=O)c3cccc4cccc(c34)C2=O)n1-c1ccccc1)NCCCN1CCOCC1,3,4,9.0,-3,-2,1.1,3,-14
CC1CCCC(NC(=O)Cn2cc([N+](=O)[O-])ccc2=O)C1C (configuration not stated),-3,2,-0.4,-1,0,0.79,7,6
C/C(=N/Nc1nc(C)cc(C)n1)c1ccc(Br)cc1,1,-3,-1.8,25,-1,1.2,5,14
CCC(=O)Nc1c2c(nn1-c1ccc(F)cc1)CS(=O)C2 (configuration not stated),3,5,-2.3,-9,-3,0.66,-13,15
C=CCSc1nc2ccccc2c(=O)n1Cc1ccccc1,2,20,2.0,-21,-3,1.2,2,16
O=C(CCSc1ccccc1)NNC(=O)c1ccccc1F,-1,-1,-2.8,-15,·,1,4,8
Cc1cc(C)nc(SCC(=O)n2c3c(c4ccccc42)CCCC3)n1,-2,4,1.3,0,13*,0.99,-10,7
COCCNc1nnc(SCC(=O)NNC(=O)c2ccc([N+](=O)[O-])cc2)s1,3,-1,-0.7,20,·,0.94,-13,10
COCCCNC(=S)NCCc1ccc(F)cc1,1,2,1.3,0,0,1,-3,18
COCC1OS(=O)(=O)NC(CC(=O)SC(C)(C)C)C1C (configuration not stated),-1,9,0.6,0,0,1.1,4,20
O=C(/C=C/c1cccc([N+](=O)[O-])c1)NCc1cccnc1,2,-3,0.6,-8,1,1.2,-2,16
COc1ccc(-c2noc(CN(C(=O)C(C)(C)C)C(C)C)n2)cc1,2,5,-3.8,-4,0,1.5,-22,19
COc1ccc(N2C(=O)CCC(C(=O)O)C2c2ccccc2OC)cc1 (configuration not stated),-3,1,1.1,2,1,1.1,3,13
CCN1C(=O)/C(=c2\o/c(=C3\C=Cc4ccccc4N3CC)c(=O)n2CC)SC1=S,0,-9,5.2,14,-6,·,·,13
O=C(CCl)N1N=C(c2ccco2)CC1c1ccco1 (configuration not stated),-40,6,0.1,-1,-2,0.99,-8,-1
Cc1ccc2nc(SCC(=O)c3c(C)[nH]c4ccccc34)[nH]c2c1,0,4,7.4,27,12*,1.1,-6,-1
O=C(CSc1nc2nccnc2c(=O)n1Cc1cccs1)Nc1ccccc1,-5,-4,1.8,-6,2,1.2,6,30
CC(=O)Nc1ccc(C(=O)n2cnc3cc(C)c(C)cc32)cc1,3,-16,-1.5,2,-8,1.3,-11,10
COc1ccc(/C(O)=C2\C(=O)C(=O)N(c3cc(C)on3)C2c2ccccc2OC)cc1C (configuration not stated),0,-4,0.6,-14,3,0.95,-2,-235
CC(C)n1nnnc1SCC(=O)NCc1cccs1,1,7,-0.3,-4,3,0.91,-8,8
CCCn1nc(C(=O)NCCc2ccc(S(N)(=O)=O)cc2)c2ccccc2c1=O,-1,-2,-3.0,2,2,1,-8,17
CCOc1cc(C(=O)Nc2ccccc2N2CCOCC2)ccc1OCC(=O)N1CCOCC1,3,-10,-2.6,2,1,0.98,4,5
CCCn1c(SCC(=O)c2cc(C)c(C)cc2C)n[nH]c1=O,3,-13,-2.1,0,3,1.1,3,2
O=C(c1ccc(OC2CCN(Cc3cccc(OCCO)c3)CC2)cc1)N1CCCC1,-4,23,-1.4,3,-1,1.3,-13,6
COc1ccc(OCCC(=O)NC2CCCCC2)cc1,3,-10,-0.2,7,-1,0.96,8,8
Cc1cc(C)c(S(=O)(=O)N2CCN(C(=O)c3cc4ccccc4o3)CC2)c(C)c1,-1,2,-0.4,-12,0,1.1,-3,-2
COc1ccccc1OCC(=O)Nc1cccc(-c2nnc(-c3ccco3)o2)c1,1,-11,-1.0,3,-1,0.96,7,-149
CCOC(=O)c1nn(-c2cccc(Cl)c2)c(C)c1C(C)=O,-1,-10,1.2,6,-1,1.2,-20,15
Cc1ccc(C(=O)ON=C2CCN(c3ccc([N+](=O)[O-])cc3)CC2)cc1,-11,-11,0.2,-2,-2,1,-11,20
CC(=O)N/C(=C\c1ccccc1)C(=O)OCC(=O)NC1CCS(=O)(=O)C1 (configuration not stated),3,-1,-1.6,13,5,0.87,-2,14
Cc1nc2ccc(C(=O)OCc3ccccc3Br)cc2nc1C,0,17,-1.2,-15,-14,0.88,67*,10
CCn1c(O)c(/C=C2\C=NN=C2c2ccccc2)sc1=S,-8,-2,18,5,-2,0.98,-9,29
Cc1cc(SCc2c(F)cccc2Cl)nc(=O)[nH]1,-16,-6,-0.1,5,1,0.94,-1,5
CCC1Nc2ncnc(N3CCOCC3)c2N(Cc2ccc(Cl)cc2)C1=O (configuration not stated),3,-7,-1.1,5,-2,0.96,-3,-18
Cc1ccc(NC(=O)CN(c2cc(C)cc(C)c2)S(=O)(=O)c2c(C)noc2C)nc1,2,-4,0.1,16,-1,1,-1,2
